CHRM4 antagonist = CHRM4 antagonism in calcium assay; P08173; CHO-hM4 cells, ACh EC80, Fluo-8 calcium fluorescence; actives 0.73% (n = 360,000); inhibition, % at 3 µM;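 active = inhibition above its plate's cutoff, the mean inhibition of sample wells plus 3 SD, cut at about 27% in these data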;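 note: 0% = acetylcholine EC80 with DMSO and 100% = DMSO without agonist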
Target sequence (P08173 whole entry, looked up): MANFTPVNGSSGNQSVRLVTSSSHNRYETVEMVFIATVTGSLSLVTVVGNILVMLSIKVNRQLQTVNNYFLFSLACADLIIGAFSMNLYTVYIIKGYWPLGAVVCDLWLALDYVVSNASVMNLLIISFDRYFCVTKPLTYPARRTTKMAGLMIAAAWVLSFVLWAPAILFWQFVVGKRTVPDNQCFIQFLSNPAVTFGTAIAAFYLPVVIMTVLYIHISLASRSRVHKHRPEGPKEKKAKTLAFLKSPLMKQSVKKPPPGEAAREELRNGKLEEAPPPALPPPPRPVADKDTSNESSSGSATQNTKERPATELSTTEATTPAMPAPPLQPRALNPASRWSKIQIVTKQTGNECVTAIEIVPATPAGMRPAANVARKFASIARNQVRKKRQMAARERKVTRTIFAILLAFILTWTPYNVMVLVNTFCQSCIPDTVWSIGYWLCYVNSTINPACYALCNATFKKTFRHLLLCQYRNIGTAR
CHRM5 antagonist = antagonists of human muscarinic M5 receptor (CHRM5). CHO-hM5 cells, Fluo-8 calcium fluorescence, ACh EC80. inhibition, % at 3 µM. actives 0.59% (n = 360,000). P08912;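 active = inhibition above a per-plate cutoff, the mean of that plate's test compounds plus 3 SD, cut at about 27% in these data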;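 note: 0% = acetylcholine EC80 with DMSO and 100% = DMSO without agonist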
Target sequence (P08912 whole entry, looked up): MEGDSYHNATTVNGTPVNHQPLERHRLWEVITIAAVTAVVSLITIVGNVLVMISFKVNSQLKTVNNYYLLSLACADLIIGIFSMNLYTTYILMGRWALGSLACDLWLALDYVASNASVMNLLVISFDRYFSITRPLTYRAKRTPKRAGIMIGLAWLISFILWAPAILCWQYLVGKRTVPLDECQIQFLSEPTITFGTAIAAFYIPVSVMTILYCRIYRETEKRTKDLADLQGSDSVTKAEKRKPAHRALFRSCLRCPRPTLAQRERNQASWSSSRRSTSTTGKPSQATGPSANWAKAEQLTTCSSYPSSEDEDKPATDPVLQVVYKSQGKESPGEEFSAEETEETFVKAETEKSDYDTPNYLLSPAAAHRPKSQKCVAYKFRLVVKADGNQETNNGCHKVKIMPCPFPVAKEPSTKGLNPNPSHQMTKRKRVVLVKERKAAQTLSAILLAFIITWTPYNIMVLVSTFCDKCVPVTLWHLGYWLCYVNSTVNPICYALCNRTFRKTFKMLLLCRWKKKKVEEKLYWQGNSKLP
CHRM4 agonist = CHRM4 agonism in calcium assay; AID 624127; CHO-K1 hM4/Gqi5, Fluo-8 calcium fluorescence; vehicle 0%, full acetylcholine response 100%; actives 0.14% (n = 360,000); activation, % at 3 µM;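 active = activation above the run mean over all test wells plus 3 SD, cut at about 32% in these data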;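 note: peak over basal fluorescence ratio per well then scaled between controls; 0% = DMSO wells and 100% = acetylcholine at EC100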
CHRM4 PAM = CHRM4 positive allosteric modulation; P08173; CHO-K1 hM4/Gqi5, Fluo-8 calcium fluorescence, ACh EC20; 0% = ACh EC20, 100% = maximal ACh; activation, % at 3 µM; actives 0.4% (n = 360,000); AID 624126;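 active = activation above its plate's cutoff, the mean activation of sample wells plus 3 SD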; note: some results filed as inactive read as strong as hits
CHRM1 PAM = human CHRM1 positive allosteric modulation; P11229; CHO-K1 hM1, Fluo-8 calcium fluorescence, ACh EC20; 0% = ACh EC20, 100% = maximal ACh; activation, % at 3 µM; actives 0.088% (n = 360,000); AID 588819; in the data active = activation above about 19%, passing the limit was not always enough
M1 antag = antagonists of human M1 muscarinic receptor | inhibition, % at 3 µM | CHO-K1 hM1, Fluo-8 calcium fluorescence, ACh EC80 antagonist | actives 1.3% (n = 360,000) | P11229;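 active = percent inhibition above its own plate's cutoff, namely the mean of that plate's compound wells plus 3 SD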;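 note: peak over basal fluorescence ratio during 140 s after agonist addition; 0% = ACh EC80 plus DMSO and 100% = DMSO alone without agonist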
M5 ag = CHRM5 agonism in calcium assay | CHO-K1 hM5 cells, Fluo-8 calcium fluorescence; 0% DMSO wells, 100% maximal acetylcholine response | activation, % at 3 µM | actives 0.19% (n = 360,000) | AID 624037;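 active = activation above the run's mean over test compounds plus 3 SD, cut at about 23% in these data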;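 note: signal is peak over basal fluorescence ratio across the kinetic read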
CRFR2-BP ag = agonists of human CRF-binding protein/CRF-R2 receptor complex; HEK293 CRF-R2/CRF-BP, calcium dye fluorescence (FLIPR); percent of saturating CRF peptide response; actives 0.46% (n = 350,000); AID 588473; activation, % at 13.2 µM;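 active = activation of at least 50%, plus an integration ratio under a set limit after plate pattern correction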;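 note: plate controls were neutral control wells without compound for no effect and CRF at EC100 for full effect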
CHRM5 PAM = CHRM5 positive allosteric modulation. P08912. CHO-K1 hM5, Fluo-8 calcium, ACh EC20 PAM; 0% = ACh EC20, 100% = ACh EC100. activation, % at 3 µM. actives 0.3% (n = 360,000). AID 624038;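 active = activation above the run cutoff, the mean activation of all test compounds plus 3 SD, cut at about 18% in these data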
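System: CHO-K1 hM5 cells. Reagent: acetylcholine, EC20 level. Compound dosing: single dose, 3 µM nominal final test concentration. Timing: Post-acetylcholine fluorescence recording 140 s. Detection: Fluo-8 calcium fluorescence. Read-out: % activation, ACh-normalized. Benchmarks: ACh EC20 and EC100 wells. Repeats: singlicate, one well per test compound.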
* = called active by the depositor; x = not tested or not shown.

SMILES	CHRM4 antagonist	CHRM5 antagonist	CHRM4 agonist	CHRM4 PAM	CHRM1 PAM	M1 antag	M5 ag	CRFR2-BP ag	CHRM5 PAM
CC(=O)Oc1cccc2c1C(=O)C1CC=CC(OC(C)=O)C1C2=O (stereo not drawn)	2	15	0	-6	-2	-2	-5	0.0	5
CCCCNC(=O)c1c(C)cc(=O)oc1C	9	0	-2	-5	7	-7	0	0.5	1
Cc1cc(C)c2c(C(C)(C)C)nn(-c3ccccc3)c2n1	-18	-4	0	9	-2	-3	-4	5.8	2
Cc1ccc(N2C(=O)[C@@H]3C(C(=O)CCN4C(=O)c5ccccc5C4=O)=NN[C@@H]3C2=O)cc1	-8	8	1	7	-6	-2	-2	0.6	-10
Cc1ccc(C(C)C)c(OCCCN(C)Cc2ccccc2)c1	16	3	1	-15	-26	59*	-9	-1.2	-17
COCc1cc(C)nc2sc(C(=O)N3CCCC3)c(N)c12	-2	3	1	16	7	-6	-2	-0.5	-2
Cc1ccc(-c2nc3ccc(Cl)cn3c2Cc2cccc(Cl)c2)cc1	4	9	-1	-4	-5	-11	-1	x	-4
COC1=CC(=O)OC(c2ccc(C(F)(F)F)cc2)C1 (stereo not drawn)	-3	-6	2	0	x	x	-1	x	6
CN(C)S(=O)(=O)NCc1ccc2c(c1)OCO2	9	-15	1	7	10	-3	-1	0.7	6
CCOc1cc(NC(=S)NCC2CCCO2)c(OCC)cc1NC(=O)c1ccccc1 (stereo not drawn)	-5	-3	0	4	-3	2	-3	0.1	0
CC(=O)Nc1nonc1-c1nc2ccccc2n1CCC(C)C	-10	1	-2	11	7	-11	-4	-0.1	2
O=C(CCCOc1ccccc1)NCCc1nc2ccccc2[nH]1	-7	4	1	2	2	1	-2	-2.4	6
CC(=O)N1CCc2cc(S(=O)(=O)NCC(=O)NCc3ccc(F)cc3)ccc21	3	8	-1	-10	-4	13	-2	1.7	-4
CCOC(=O)CNC(=S)n1cnc(N)n1	-14	3	11	-4	3	-4	5	-2.3	-8
c1ccc(Cn2c(CNc3nc4ccccc4n3CCN3CCOCC3)nc3ccccc32)cc1	-2	3	0	-1	0	-2	-2	0.8	-4
CCOC(=O)C1CCN(S(=O)(=O)c2ccc(Cl)cc2OC)CC1	0	1	1	3	4	-7	2	-2.1	-5
CC(=O)N1CCN(C(=O)COC(=O)COc2ccc(C#N)cc2)CC1	-3	7	1	0	3	-12	1	-0.9	-1
O=C(NCc1cccnc1)[C@@H]1CC=C[C@@H]2CCN(Cc3ccccc3)C(=O)[C@@H]21	-11	11	2	5	4	-7	-1	-1.8	-2
CC(=O)NC1C(=O)N=C(SCC(=O)Nc2sc3c(c2C#N)CCCCCC3)NC1=O (stereo not drawn)	13	3	1	-3	10	-5	3	-0.3	0
COc1cccc(N2CCN(C(=O)c3cccc(NC4=NC5CS(=O)(=O)CC5S4)c3)CC2)c1 (stereo not drawn)	6	6	3	-1	-3	-6	3	-4.0	-7
Cc1cc(=O)n2ccccc2c1C#N	7	6	2	4	6	-7	2	-0.3	3
CNC(=O)c1cc2cccc(OC)c2oc1=O	-6	0	1	6	12	-17	1	0.6	2
CCN(CC)C(=S)Nc1ccc(Cl)c(Cl)c1	-14	5	4	13	9	-8	-6	3.2	0
COc1ccc(/C=N/NC(=O)C(=O)N2CCCC2)cc1	-6	-2	-1	7	-8	7	3	-0.3	8
O=C(CSc1nnc(Cc2ccccc2)o1)Nc1ccc(Br)cn1	16	0	0	-2	-3	10	0	-0.8	2
CCC(C)c1ccc(NC(=O)Nc2cccnc2)cc1 (stereo not drawn)	5	2	7	-6	6	-13	-2	0.3	-1
COc1ccc(N2C(=O)CC(NCc3cccs3)C2=O)cc1 (stereo not drawn)	-3	3	2	6	3	1	-3	0.1	4
COc1ccc2nc(NC(=O)CCN3C(=S)NC(C)(C)CC3C)sc2c1 (stereo not drawn)	8	0	0	4	8	-3	-2	-2.0	-3
CC[C@]12c3[nH]c4ccc(Cl)cc4c3CCN1C(=O)[C@@H](CC(=O)NCCCn1ccnc1)C[C@@H]2C(=O)N1CCN(C(=O)c2ccco2)CC1	-4	4	0	6	8	-15	0	-2.4	0
CCN1C(=O)NC(c2cccnc2)C(C(=O)OC)=C1C (stereo not drawn)	2	-7	0	3	7	-7	0	-1.7	3
CC(C)(C)NC(=O)NC(=O)COC(=O)c1cc(=O)[nH]c2ccccc12	1	1	7	-7	-3	-1	3	-0.1	-8
Cc1ccnc(NC(=O)Nc2cccc(F)c2)c1	12	13	0	-7	-2	0	-3	-0.5	-13
O=C(c1cc(=O)[nH]c2ccccc12)N1CC=C(c2ccccc2)CC1	9	3	4	-2	9	-7	2	-0.4	-2
COc1ccc(CNC(=O)CN(C)S(=O)(=O)c2ccc3c(c2)OCCO3)cc1OC	3	-1	0	3	9	-15	1	-1.4	5
Cc1ccc(NC(=O)N2CCC(C(=O)NCc3ccccc3)CC2)cc1	8	-13	0	-4	6	2	2	3.4	0
Cc1cc(Cl)ccc1NS(=O)(=O)c1c(C)[nH]c(=O)[nH]c1=O	-3	9	0	1	1	0	-2	-0.6	0
COc1cccc(C(=O)OCC(=O)c2ccc(S(=O)(=O)N3CCCCC3)cc2)c1OC	-11	2	10	-3	7	-16	2	1.7	-5
O=C(N/N=C/c1ccc([N+](=O)[O-])o1)C(O)c1ccccc1 (stereo not drawn)	-5	-5	0	-2	2	8	5	0.3	12
O=C(OCN1C(=O)c2ccccc2C1=O)C1CCCCC1	-4	-3	1	-3	5	2	3	-1.3	2
COc1cccc(N2C(=O)CC(N3CCN(S(=O)(=O)c4ccccc4[N+](=O)[O-])CC3)C2=O)c1 (stereo not drawn)	1	3	1	-1	3	1	-2	0.1	5
Cc1ccc(N=CC=C2OC(C)(C)C(C)(C)O2)c(C)c1	11	13	1	-3	-2	-1	1	-3.1	-9
CCn1ncc(CN2CCCC(C(=O)Nc3cccc(-c4cc5ccccc5[nH]4)c3)C2)c1C (stereo not drawn)	5	0	12	-2	-9	25*	-7	0.5	-5
CN1CCCC1(C)C(=O)Nc1ccc(-n2cccc2)cc1 (stereo not drawn)	-2	0	1	6	-10	21	-2	x	3
CCCN1CCN(S(=O)(=O)c2ccc(-n3cnnn3)cc2)CC1	6	13	1	-9	-2	-2	-3	-0.1	-5
COc1cc(-c2cnc3c(NC=O)cc(-c4ccsc4)cn23)cc(OC)c1OC	9	8	8	-5	-10	10	3	x	-7
CCCNC(=O)C1CCN(S(=O)(=O)c2cccs2)CC1	-14	-1	1	3	14	-15	-2	-0.7	-6
CCN(CC)c1ccc(NC(=O)COc2ccccc2C)cc1S(=O)(=O)Nc1ccccc1OC	1	12	1	1	-8	7	0	1.0	-13
COC(CNC(=O)C(C)n1nc(C)c2ccccc21)OC (stereo not drawn)	-7	10	2	11	4	-3	2	-0.8	3
CCc1ccc(Nc2n[n+](-c3ccccc3)c(-c3ccc(OC)c(Br)c3)s2)cc1	-2	17	2	1	-2	4	-12	4.0	-6
CCOC(=O)c1c(-c2ccc(C)o2)csc1NC(=O)CN1CCCCC1	6	2	-1	3	-4	1	-1	4.2	-2
Next section:
SMILES	CHRM4 antagonist	CHRM5 antagonist	CHRM4 agonist	CHRM4 PAM	CHRM1 PAM	M1 antag	M5 ag	CRFR2-BP ag	CHRM5 PAM
CCCS(=O)(=O)NCCc1cc2ccc(OC)cc2[nH]c1=O	-26	-10	3	1	6	-10	-1	-2.1	3
CCOC(=O)CN1C(=O)NC2NC(=O)NC21 (stereo not drawn)	8	0	1	7	9	-10	-3	-0.6	-3
Cc1ccc(C)c(NC(=O)CCC(=O)N/N=C/c2cc([N+](=O)[O-])ccc2O)c1	2	-1	0	-5	11	-16	-1	-3.2	0
COc1ccc(OC)c(Nc2nc(-c3sc(C)nc3C)cs2)c1	-4	-6	0	-2	2	-3	-13	1.1	-7
CCOc1ccc([C@@H]2CC=C(C(=O)O)[C@H](c3ccc(Cl)cc3)N2S(=O)(=O)c2ccc(C)cc2)cc1	0	10	0	22	8	1	-1	-2.3	-1
CC1(OC(=O)c2ccco2)C(=O)C=C2C=C(C3CC3)OC=C2C1=O (stereo not drawn)	-7	14	4	10	6	-5	4	12	-3
O=C(NCc1cccnc1)c1ccc(Cl)c(S(=O)(=O)N2CCCCCC2)c1	1	-4	4	-12	-4	1	2	-1.4	-9
COc1ccc(S(=O)(=O)NCc2ccccn2)cc1	-9	0	1	8	4	-3	2	0.0	6
COc1ccccc1OC(C)C(=O)Nc1ccc2c(c1)OCCO2 (stereo not drawn)	-10	1	2	0	12	-19	2	-0.6	0
CCCCn1c(O)c(N=NC(=O)c2ccncc2)c2cc(Br)ccc21	4	-4	3	9	8	-11	0	-2.4	-1
Cc1cc(C)n(-c2nc3c(c(=O)n(C)c(=O)n3C)n2C)n1	19	0	0	3	5	-9	1	0.7	0
CCc1cccc(CC)c1N(COC)C(=O)Cn1cnc2ccccc21	-6	-7	1	-8	14	-23	-5	5.6	-4
O=C(CCc1ccc(S(=O)(=O)NCc2ccccc2)cc1)NCc1ccco1	3	3	0	-6	5	0	-1	-0.2	-1
O=C(Nc1nnc(S(=O)(=O)N2CCCCCC2)s1)c1ccc(Br)cc1	-17	13	0	8	17	-16	0	11	-7
CCOc1ccc(C2C3=C(CCCC3=O)OC(N)=C2[N+](=O)[O-])cc1 (stereo not drawn)	10	0	0	-4	-6	8	-13	-0.8	5
CCOC(COC(=O)c1ccccc1C(=O)O)c1ccccc1 (stereo not drawn)	9	-2	0	-2	12	-16	-1	2.8	-6
COc1ccc(CN2CCC(CNS(=O)(=O)c3cccc(C(F)(F)F)c3)CC2)cc1	-4	4	10	-6	12	-18	-5	3.0	-1
CCc1cccc(C)c1NC(=O)c1ccccc1	5	16	10	-11	-16	15	0	1.3	-13
Cc1cccc(NC(=S)N2CCC(NC(=O)c3cccc(F)c3)CC2)c1	-1	-3	0	-2	17	-13	-1	31	11
COc1cccc(-c2nn3c(-c4cccc(C)c4)nnc3s2)c1	2	1	1	-5	13	-8	0	-2.5	-4
O=C(CCn1cnnn1)Nc1ccc(F)cc1	0	-5	1	1	6	4	-1	-0.7	3
O=C(O)CCc1nc2cccnc2n1Cc1ccccc1	-6	4	0	2	5	-6	0	-2.1	-2

An excerpt of these results, as labelled records.
Structure: CCOc1ccc(C2C3=C(CCCC3=O)OC(N)=C2[N+](=O)[O-])cc1 (stereo not drawn)
- CHRM4 antagonist: 10
- CHRM5 antagonist: 0
- CHRM4 agonist: 0
- CHRM4 PAM: -4
- CHRM1 PAM: -6
- M1 antag: 8
- M5 ag: -13
- CRFR2-BP ag: -0.8
- CHRM5 PAM: 5

Structure: CCOC(COC(=O)c1ccccc1C(=O)O)c1ccccc1 (stereo not drawn)
- CHRM4 antagonist: 9
- CHRM5 antagonist: -2
- CHRM4 agonist: 0
- CHRM4 PAM: -2
- CHRM1 PAM: 12
- M1 antag: -16
- M5 ag: -1
- CRFR2-BP ag: 2.8
- CHRM5 PAM: -6

Structure: COc1ccc(CN2CCC(CNS(=O)(=O)c3cccc(C(F)(F)F)c3)CC2)cc1
- CHRM4 antagonist: -4
- CHRM5 antagonist: 4
- CHRM4 agonist: 10
- CHRM4 PAM: -6
- CHRM1 PAM: 12
- M1 antag: -18
- M5 ag: -5
- CRFR2-BP ag: 3.0
- CHRM5 PAM: -1

Structure: CCc1cccc(C)c1NC(=O)c1ccccc1
- CHRM4 antagonist: 5
- CHRM5 antagonist: 16
- CHRM4 agonist: 10
- CHRM4 PAM: -11
- CHRM1 PAM: -16
- M1 antag: 15
- M5 ag: 0
- CRFR2-BP ag: 1.3
- CHRM5 PAM: -13
